A-T KAP1 phos: candidate therapy for ataxia-telangiectasia; […] A-T fibroblasts, KAP-1 phosphorylation AlphaLISA; neocarzinostatin DNA damage 30 min before lysis; Potency, µM (top dose mostly 57.5 µM), for inactives: at the top dose activation, usual class: activators; hit rate 0.19% among 320,000; further: potency means the concentration at half of the fitted maximal effect; % of control where 0% means no effect; nearly all actives have a fitted effect of over 45% in size
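ATM-like activity read as KAP-1 phosphorylation via AlphaLISA donor/acceptor antibody pairs after lysis and 6 hr at 25C. Cells were ATM-null patient fibroblasts ([…], hTERT), dosed 60 min, then exposed to the DSB inducer NCS for 30 min.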
Tb PFK inh: blocks T. brucei phosphofructokinase | T. brucei PFK, ADP-Glo luminescence | Potency, µM (doses to about 57.5 µM), for inactives: at the top dose activity, negative = inhibition, usual class: inhibitors | O15648 | hit rate 0.17% among 330,000;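 further: potency means the concentration at half of the fitted maximal effect; 0% = uninhibited 1x PFK enzyme wells and -100% = no-enzyme wells; nearly all actives have a fitted effect of over 60% in size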
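Activity is normalized to no-enzyme wells (full inhibition) and 1.25 nM enzyme wells (no inhibition). Reaction: 0.5 mM F6P, 0.1 mM ATP, 45 min RT, ADP-Glo luminescence; concentration-response curves fitted and classed by quality.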
Mito fusion yeast: mitochondrial division inhibition or fusion activation; S. cerevisiae fusion-defective mutant growth rescue, CellTiterGlo 48 h; Potency, µM (highest dose often 46.1 µM), without a hit: top-dose growth rescue (activation), usual class: activators; hit rate 0.23% among 320,000; AID 485298;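 further: potency means the concentration at half of the fitted maximal effect; % of control where 0% means no effect; nearly all actives have a fitted effect of over 45% in size; temperature-sensitive fusion mutants such as fzo1-1 at 37 °C on non-fermentable ethanol glycerol medium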
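Read-out: ATP-based luminescence (CellTiterGlo, 10 min ambient) reporting growth of fusion-defective ts yeast after 48 hours at 37C on glycerol/ethanol YPEG medium in the presence of compound.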
Eya2 inh: Eya2 (human) phosphatase inhibition | O00167 | recombinant Eya2, OMFP fluorescence dephosphorylation (OMFP is methylfluorescein phosphate) | Potency, µM (highest dose often 76.9 µM), for the others: at the highest dose activity, negative = inhibition, most hits filed as inhibitors | hit rate 0.006% among 330,000 | AID 488837; further: potency means the concentration at half of the fitted maximal effect; on the % scale 0 is the no-effect control and ±100 the full control effect
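Eya2 protein (added as 0.2 uM solution) was preincubated with compound for 10 min at ambient temperature in 50 mM HEPES pH 7.5, 50 mM NaCl, 5 uM MgCl2, 0.05% BSA, 1 mM DTT. OMFP (added at 50 uM) then reacted 10 min; fluorescence read at 485/525 nm.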
TSG101-PTAP inh: blocks PTAP/TSG101 interaction to inhibit HIV-1 budding; Q99816; Fluorescence polarization, FITC-PTAP peptide / Tsg101 binding; Potency, µM (top dose mostly 115 µM), without a hit: at the highest dose activity change, negative = inhibition, hits mostly inhibitors; 340,000 tested, under 10 active; AID 493005; active means well fitted inhibition curve with a large enough effect in the main read-out, with a control signal flat, not every such curve was filed as active; inconclusive means small, poorly fitted or top-dose-only effect, or effect the other way, or a change in a side signal; inactive means no such curve, though single readings can be large or run the other way; further: potency means the concentration at half of the fitted maximal effect; % of control where 0% means no effect
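Fluorescence anisotropy tracks displacement of a FITC-tagged PTAP peptide (50 nM) from the Tsg101 binding domain (10 uM), following a 20 min room-temperature incubation at pH 7.5.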
TCR act: T cell receptor activation | primary human leukocytes, anti-CD3, IL-2 HTRF, 48 h | Potency, µM (doses to about 9.22 µM), for the others: at the highest dose activation of IL-2 secretion, hits mostly activators | 330,000 tested, under 10 active; further: % of control where 0% means no effect
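Readout: HTRF IL-2, Eu-cryptate/d2 antibody pair, 320nm excitation, 665nm emission. Stimulus: a-CD3 beads, no co-stimulation. Cells: primary human leukocytes. Exposure: 48 hr with compound.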
S-ASM inh: blocks human secretory acid sphingomyelinase | placental ASM, HMU-PC fluorogenic substrate, 60 min | Potency, µM (titrated, usually from 57.5 µM), for inactives: at the highest dose activity change, negative = inhibition, usual class: inhibitors | hit rate 0.006% among 340,000 | AID 504937; further: potency means the concentration at half of the fitted maximal effect
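HMU-PC0 cleavage (9 uM final) by human placental ASM, 60 min at 37 °C following 10 min compound exposure at RT; stopped at pH 10, fluorescence Ex 386/Em 447 nm.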
TSHR antagonist: antagonists of human thyroid stimulating hormone receptor | hit rate 0.2% among 330,000 | AID 504810 | TSHR-expressing cells, TSH-stimulated cAMP HTRF, 2 h; stronger effect = lower value | activity change, negative = inhibition, % at 11.5 µM | P16473;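 active means activity change below a set negative limit, meaning inhibition stronger than a set level, cut at about -70% in these data; inconclusive means activity change between two set negative limits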; further: on the % scale 0 is the no-effect control and ±100 the full control effect
Target sequence (P16473 whole entry, looked up): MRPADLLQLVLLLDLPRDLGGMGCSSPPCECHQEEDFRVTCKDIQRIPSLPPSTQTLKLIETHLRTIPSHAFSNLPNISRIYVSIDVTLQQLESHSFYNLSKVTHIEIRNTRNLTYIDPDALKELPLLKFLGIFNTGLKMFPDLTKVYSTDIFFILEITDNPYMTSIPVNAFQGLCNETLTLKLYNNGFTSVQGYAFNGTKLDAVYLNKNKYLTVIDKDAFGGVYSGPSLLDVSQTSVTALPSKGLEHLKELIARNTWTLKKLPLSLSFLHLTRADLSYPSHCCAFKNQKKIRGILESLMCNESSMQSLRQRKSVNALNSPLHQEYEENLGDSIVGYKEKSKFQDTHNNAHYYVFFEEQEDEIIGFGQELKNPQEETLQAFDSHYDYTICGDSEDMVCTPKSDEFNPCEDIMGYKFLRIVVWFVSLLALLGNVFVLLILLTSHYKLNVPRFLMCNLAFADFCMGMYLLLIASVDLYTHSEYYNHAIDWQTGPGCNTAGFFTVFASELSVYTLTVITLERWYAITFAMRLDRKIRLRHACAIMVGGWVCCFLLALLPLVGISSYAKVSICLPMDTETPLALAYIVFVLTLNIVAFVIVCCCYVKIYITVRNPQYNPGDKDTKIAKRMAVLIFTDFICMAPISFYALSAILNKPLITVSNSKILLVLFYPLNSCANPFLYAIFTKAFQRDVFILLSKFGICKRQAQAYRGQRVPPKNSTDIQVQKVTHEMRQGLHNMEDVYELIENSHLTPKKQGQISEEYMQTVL
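Antagonism was scored as loss of TSH-driven cAMP in TSHR cells, stimulated with 4nM TSH (EC80) for 2 hours at 37 deg C and detected by homogeneous HTRF competition immunoassay.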
a7 integrin act: integrin-mediated muscular dystrophy alleviation activation. hit rate 0.064% among 350,000. AID 624291. Potency, µM (titrated, usually from 38.3 µM), without a hit: at the highest dose activation, usual class: activators. alpha7betagal myoblasts, beta-gal FDG fluorescence, 48 h;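 further: potency means the concentration at half of the fitted maximal effect; 100% = response of the positive control SU9516; nearly all actives have a fitted effect of over 60% in size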
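alpha7betagal+/- myoblasts (passage 13, 250/well) treated 48 h at 37C with compounds at 1:260 dilution of DMSO stock. Lysed, then beta-galactosidase activity read as FDG fluorescence (ex 480/em 540) after 30 min, with pre-read for autofluorescence.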
ELG1 repair inh: inhibitors of ELG1-dependent DNA repair in HEK293T cells; Potency, µM (series often up to 46.1 µM), for the others: at the highest dose activity change, negative = inhibition, usual class: inhibitors; HEK293T ELG1-luciferase reporter, luminescence, 16 h; DNA damage induced by 5-fluorouridine; hit rate 2.3% among 330,000; further: potency means the concentration at half of the fitted maximal effect; on the % scale 0 is the no-effect control and ±100 the full control effect; nearly all actives have a fitted effect of over 55% in size
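5-Fluorouridine DNA damage + compound/DMSO, 2,000 cells/well, 16 h, 37 °C/5% CO2. ONE-Glo, 30 min RT, luminescence. Readout = decrease in reporter signal.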
Chronic BCR inh: inhibitors of chronic active B-cell receptor signaling; ABC-DLBCL IkBa-CBG/CBR reporter, luminescence ratio, 4 h; Potency, µM (doses to about 46.1 µM), for inactives: at the highest dose ratio change, negative = lower green/red ratio, usual class: inhibitors; AID 493014; hit rate 0.05% among 340,000; active means well fitted inhibition curve with a large enough effect in the signal ratio, with a control signal flat, not every such curve was filed as active; inconclusive means small, poorly fitted or top-dose-only effect, or effect the other way, or a change in a side signal; the % refers to the signal ratio;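 further: potency means the concentration at half of the fitted maximal effect; plate controls were basal doxycycline-induced cells for no effect and cells given 10 µM MG132 for full effect; MG132 reads +100%, hits lower the ratio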
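Compounds up to 46 uM were incubated four hours with TMD8 cells whose green CBG68 luciferase is fused to IkappaBalpha; red CBR luminescence normalised the signal, and concentration-effect curves were fitted to fusion, red and ratio data.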
Active calls of the source: *; ? = inconclusive; / = no result given; [ ] = another dose, or the depositor's remark. Unless noted, the call rests on the fitted dose curve; in most records, active means well fitted curve in the direction sought with a large enough effect; inconclusive means small, poorly fitted or top-dose-only effect, or another doubt; inactive means no such curve, though single readings can be large; an effect the other way counts as inactive or inconclusive.

SMILES	A-T KAP1 phos	Tb PFK inh	Mito fusion yeast	Eya2 inh	TSG101-PTAP inh	TCR act	S-ASM inh	TSHR antagonist	a7 integrin act	ELG1 repair inh	Chronic BCR inh
COC(=O)C[N+](C)(C)CC#Cc1ccccc1	4%	-2%	0%	-9%	-4%	-8%[46.1 µM]	2%	4	5%	2%	3%
CN(C)Cc1c(C(=O)N/N=C/c2ccoc2)nnn1-c1nonc1N	-1%	17%	-3%	2%	-2%	-6%	-18%	10	-28%	1%	1%
COc1ccc(/C=C/C(=O)Oc2ccc(C)c(C)c2)cc1OC	30%	-5%	15%	-3%	-2%	5%	5%	4	0%	-1%	?
Cc1cccc(Nc2c3c(nc4ccccc24)CCC3)c1	-3%	6%	?	10%	-1%	-5%	-4%	-6	-40%	21µM*	1%
CCOC(=O)C1CCN(C(=O)COC(=O)CNC(=O)c2sc3ccccc3c2Cl)CC1	-1%	0%	-6%	12%	-3%	/	12%	-10	-14%	7%	-1%
O=S(=O)(NCCNS(=O)(=O)c1cccs1)c1cccs1	0%	-4%	0%	10%	0%	4%	3%	-7	?	-11%	-2%
O=C(C1CCCN(S(=O)(=O)c2cccc3nsnc23)C1)N1CCCCCC1 (centres undefined)	-2%	-2%	13%	-1%	1%	1%	-1%	-5	-39%	-21%	-5%
Cc1ccccc1N1CC(C(=O)Nc2ccc(S(=O)(=O)NCC3CCCO3)cc2)CC1=O (centres undefined)	-3%	-2%	-3%	-6%	0%	-5%	3%	-5	?	10%	1%
CCOc1ccc(C(=O)N2CCn3c2nc2ccccc23)cc1	-5%	2%	-8%	-3%	-5%	-6%	-1%	-3	16%	?	12%
CCN(C(=O)COC(=O)CCCOc1ccccc1)c1c(N)n(Cc2ccccc2)c(=O)[nH]c1=O	-4%	-18%	-1%	4%	-1%	-1%	-2%	9	-2%	-1%	1%
CCOc1ccc(Cl)cc1S(=O)(=O)N1CCC(C(=O)N2CCCC2)CC1	0%	-8%	-1%	-7%	-8%	11%	5%	5	6%	17%	-2%
CCOc1ccc(NC(=O)CCNc2c(N3CCCC3)c(=O)c2=O)cc1	-1%	-1%	-1%	7%	-2%	-8%	2%	3	-20%	16%	1%
COc1cc2[nH]c(=S)n(NC(=O)c3ccccc3)c(=O)c2cc1OC	4%	2%	-3%	27%	-2%	-8%	-3%	12	-3%[7.66 µM]	-1%	6%
CCOC(=O)/C(C#N)=C/c1cccn1-c1ccc(Cl)cc1	-3%	0%	-19%	9%	-1%	1%	40%	1	7%	0%	-10%
CN(Cc1ccccc1)C(=O)c1[nH]cnc1C(=O)Nc1cccc(Cl)c1	6%	0%	0%	-24%	-2%	-3%	3%	-6	-41%	?	1%
COC(=O)c1cc(N=C(N)N=C(N)N)cc(C(=O)OC)c1	11%	2%	-1%	1%	-2%	-6%	9%	15	28%	20%	1%
Cc1ccc(C)c(S(=O)(=O)Nc2ccc(C(=O)NCC(c3ccco3)N3CCCCC3)cc2)c1 (centres undefined)	-3%	-7%	2%	5%	/	-9%	1%	-14	1%	-2%	0%
Cc1cc(=O)[nH]c(SCc2cccc3cccnc23)n1	3%	4%	7%	1%	-5%	-3%	-2%	10	22%	11%	0%
CCOc1ccc(-n2cc(-c3ccc(OC)c(OC)c3)[nH]c2=S)cc1	1%	?	-5%	2%	-1%	3%	-10%	2	-34%	25%	-2%
NC(=O)CC(NC(=O)Cc1cccc2ccccc12)c1ccc(N2CCCCCCC2)c([N+](=O)[O-])c1 (centres undefined)	-6%	1%	-1%	-1%	-3%	0%	-18%	1	-8%	-9%	0%
O=C(N/N=C/c1ccccc1)c1n[nH]c2c1CCCC2	3%	-1%	-1%	?	-3%	1%	2%	-3	-2%	?	?
O=C(Nc1ccc2ccccc2c1)c1cnccn1	1%	-10%	-2%	-37%	-1%	5%	1%	13	7%[7.66 µM]	?	?
O=C(c1ccccc1)c1ccc(C(=O)N2CCCC(C(F)(F)F)C2)cc1 (centres undefined)	8%	2%	10%	-1%	-4%	3%	-3%	-5	-18%	-9%	7%
COc1ccc(/C=N/NC(=O)c2cccnc2)cc1CN1CCOCC1	0%	-14%	1%	-5%	-3%	13%	3%	-1	17%	-1%	4%
Cc1ccc(NC(=O)c2c3c(nc4ccccc24)CCC3)cc1S(=O)(=O)N(C)C	5%	21%	-2%	0%	1%	-10%	-6%	-2	-41%	11%	-11%

Next section, overlapping the part above by 6 compounds.
SMILES	A-T KAP1 phos	Tb PFK inh	Mito fusion yeast	Eya2 inh	TSG101-PTAP inh	TCR act	S-ASM inh	TSHR antagonist	a7 integrin act	ELG1 repair inh	Chronic BCR inh
NC(=O)CC(NC(=O)Cc1cccc2ccccc12)c1ccc(N2CCCCCCC2)c([N+](=O)[O-])c1 (centres undefined)	-6%	1%	-1%	-1%	-3%	0%	-18%	1	-8%	-9%	0%
O=C(N/N=C/c1ccccc1)c1n[nH]c2c1CCCC2	3%	-1%	-1%	?	-3%	1%	2%	-3	-2%	?	?
O=C(Nc1ccc2ccccc2c1)c1cnccn1	1%	-10%	-2%	-37%	-1%	5%	1%	13	7%[7.66 µM]	?	?
O=C(c1ccccc1)c1ccc(C(=O)N2CCCC(C(F)(F)F)C2)cc1 (centres undefined)	8%	2%	10%	-1%	-4%	3%	-3%	-5	-18%	-9%	7%
COc1ccc(/C=N/NC(=O)c2cccnc2)cc1CN1CCOCC1	0%	-14%	1%	-5%	-3%	13%	3%	-1	17%	-1%	4%
Cc1ccc(NC(=O)c2c3c(nc4ccccc24)CCC3)cc1S(=O)(=O)N(C)C	5%	21%	-2%	0%	1%	-10%	-6%	-2	-41%	11%	-11%
Cc1sc2ccccc2c1CNC[C@H]1O[C@@H](n2cnc3c(N)ncnc32)[C@H](O)[C@@H]1O	8%	1%	/	-22%	-2%	-23%	0%	-18	-10%	8%	-9%
CCCN(CCC)CC(O)Cn1cc(/C=C/C(=O)c2cccs2)c2ccccc21 (centres undefined)	2%	0%	-3%	4%	20%	7%[46.1 µM]	72%[activator]	-7	-61%[inhibitor]	3%	?
CCCCN(C(=O)CCNC(=O)NC12CC3CC(CC(C3)C1)C2)c1c(N)n(CCC)c(=O)[nH]c1=O	-6%	-1%	-2%	-3%	-1%	8%	10%	48	-2%	18%	11%
CCn1c(C)nc2cc(C(=O)NNC(=S)Nc3ccc(Cl)cc3)ccc21	10%	-13%	8%	-20%	-7%	-1%	-5%	11	0%	11%	-2%
O=C(Nc1ncc2c(n1)-c1ccccc1CC2)c1ccc(Cl)cc1	-3%	2%	3%	-9%	-4%	-4%	-2%	10	13%	-23%	?
C[C@H](CO)N1C[C@H](C)[C@@H](CN(C)S(=O)(=O)c2ccc(F)cc2)Oc2ccc(NC(=O)Nc3ccc4c(c3)OCO4)cc2C1=O	5%	0%	/	-18%	-2%	-3%	-9%	-2	10%	?	0%
Cc1ccc2nc(SCC(=O)Nc3nonc3C)[nH]c2c1	-11%	1%	1%	14%	1%	-10%	-22%	3	0%	7%	1%
C#CCOCCOCCOCCNc1nc(N2CCN(C(=O)CCCCCCCCCCNC(=O)[C@H]([C@@H](C)CC)n3cc(CCCCCN)nn3)CC2)nc(N2CCN(C(=O)CCCCCCCCCCNC(=O)[C@@H]([C@H](C)CC)n3cc(CCCCCN)nn3)CC2)n1	-2%	?	-16%	28µM*	/	/	/	-17	/	?	?

Screens as filed in PubChem.
